Compound activity deposited in PubChem by Sanford-Burnham Center for Chemical Genomics.
tim10-1 inh = inhibits growth of tim10-1 mutant yeast; S. cerevisiae tim10-1 ts strain growth, BacTiter-Glo, 24 h; inhibition, % at 20 µM; 330,000 tested, 2.2% active; AID 463190;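 active = inhibition of at least 40%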;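 note: mutant grown at 25 °C; 0% = DMSO wells with yeast and 100% = wells holding no yeast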
XBP1 UPR activ = activators of adaptive arm of unfolded protein response (XBP1); CHO-XBP1 luciferase reporter, IRE1-XBP1 UPR activation, luminescence; percent of tunicamycin response, DMSO as zero; activation, % at 20 µM; 330,000 tested, 0.33% active; AID 463104;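 active = versus positive control, 20 µM dose yields 30% or more activation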;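 note: 100% = tunicamycin at 10 µg/mL and 0% = DMSO only wells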
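Assay system: CHO-XBP1 luciferase reporter cells; Schedule: 6 h treatment, 37 °C; Detection: glow luminescence from Steady-Glo reagent; Benchmarks: high control tunicamycin 10 µg/mL final, low control DMSO vehicle only.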
tim23-1 inh = tim23-1 yeast growth inhibition; S. cerevisiae tim23-1 growth, BacTiter-Glo luminescence, 24 h; inhibition, % at 20 µM; 330,000 tested, 1.3% active;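 active = growth inhibition of the mutant yeast at or above 50%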;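 note: temperature-sensitive mutant grown at 25 °C; plate controls were DMSO-treated mutant yeast for no effect and medium wells lacking yeast for full effect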
APJ antagonist = antagonists of human APJ apelin receptor; CHO-K1 APJ beta-arrestin complementation, luminescence; inhibition, % at 20 µM; 330,000 tested, 0.32% active;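 active = inhibition above about 40% at 20 µM, limit read from the data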;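 note: cells challenged with 10 nM apelin-13 agonist together with compound; plate controls were apelin-13 plus DMSO wells for no effect and DMSO wells lacking apelin-13 for full effect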
Target sequence (P35414 whole entry, looked up): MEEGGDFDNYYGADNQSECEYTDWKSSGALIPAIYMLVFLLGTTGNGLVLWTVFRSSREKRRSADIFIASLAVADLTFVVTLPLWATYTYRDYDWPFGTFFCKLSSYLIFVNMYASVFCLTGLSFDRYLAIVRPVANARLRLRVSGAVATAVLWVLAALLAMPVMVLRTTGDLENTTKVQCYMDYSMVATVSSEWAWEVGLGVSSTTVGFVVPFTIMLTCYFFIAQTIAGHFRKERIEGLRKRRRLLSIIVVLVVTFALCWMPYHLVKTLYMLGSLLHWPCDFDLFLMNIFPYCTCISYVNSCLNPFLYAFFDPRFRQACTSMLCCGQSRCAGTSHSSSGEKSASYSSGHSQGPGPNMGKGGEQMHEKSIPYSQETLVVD
TIM10 inh = inhibits growth of TIM10 yeast strain; S. cerevisiae TIM10 strain growth, BacTiter-Glo luminescence, 24 h; inhibition, % at 10 µM; 330,000 tested, 1.4% active;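 active = inhibition of 40% or more at the single tested concentration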;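 note: wild-type TIM10 isogenic control strain grown at permissive 25 °C; 0% = DMSO yeast wells and 100% = minimal medium wells without yeast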
UPR CHOP act = apoptotic UPR (CHOP) activation; 330,000 tested, 0.34% active; CHO-CHOP luciferase reporter, luminescence; percent of tunicamycin response over DMSO baseline; activation, % at 10 µM;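 active = at 10 µM dose, activation of 40% or more, normalized to positive control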;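 note: 100% = tunicamycin at 10 µg/mL and 0% = DMSO alone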
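assay system = CHO CHOP reporter cells | amount = 500 CHO-CHOP cells per well | buffer or medium = F12 with 10% FBS | incubation = 16-18 h cell attachment, then 6 h compound exposure, 37 °C | detection = luminescence read with Steady-Glo | read-out = percent activation relative to tunicamycin control | controls = tunicamycin high control, DMSO low control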
CXCR6 block = blocks human CXCR6 beta-arrestin recruitment; inhibition, % at 20 µM; 360,000 tested, 0.36% active; AID 602244; CHO-K1 PathHunter CXCR6 beta-arrestin, luminescence; O00574; in the data active = inhibition above about 34%, passing the limit was not always enough;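 note: antagonist mode with CXCL16 agonist at 10 nM final; 0% = 10 nM CXCL16 with DMSO and 100% = unstimulated wells without agonist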
Target sequence (O00574 whole entry, looked up): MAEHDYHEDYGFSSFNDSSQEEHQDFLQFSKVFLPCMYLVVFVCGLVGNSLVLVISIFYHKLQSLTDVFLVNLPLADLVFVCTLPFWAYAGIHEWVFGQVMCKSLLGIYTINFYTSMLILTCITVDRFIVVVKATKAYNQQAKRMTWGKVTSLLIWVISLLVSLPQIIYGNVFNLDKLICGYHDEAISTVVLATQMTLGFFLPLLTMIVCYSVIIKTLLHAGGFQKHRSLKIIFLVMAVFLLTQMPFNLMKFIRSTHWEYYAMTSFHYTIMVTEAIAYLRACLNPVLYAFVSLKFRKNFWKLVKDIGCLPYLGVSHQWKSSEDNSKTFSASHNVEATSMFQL
Mdm2-MdmX inh = inhibitors of human Mdm2/MdmX interaction; O15151+Q00987; SaOS-2 split-luciferase Mdm2/MdmX complementation, luminescence; inhibition, % at 8 µM; 330,000 tested, 3% active; AID 485346;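 active = inhibition of at least 50% at 8 µM in the primary screen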
APJ ag = agonists of human APJ apelin receptor | activation, % at 20 µM | 330,000 tested, 0.11% active | CHO-K1 APJ PathHunter beta-arrestin, luminescence; 0% DMSO wells, 100% apelin | P35414;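 active = activation more than six SD over the plate average, tested at 20 µM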;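 note: 0% = DMSO alone and 100% = apelin-13 at 10 nM; some results filed as inactive read as strong as hits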
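system = engineered CHO-K1 APJ arrestin reporter cells | input = 1000 cells per well | timing = overnight seeding, 90 min compound at 25 °C, 1 h detection | measured by = enzyme-fragment complementation luminescence | read-out = beta-arrestin recruitment to APJ as agonist activity, luminescent signal | control set = negative DMSO alone, positive Apelin-13 at 10 nM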
Numbers without * were called inactive. This is a subset; count on the stated rates, not on these rows.

For NS(=O)(=O)c1ccc(CCNC(=O)C(=O)Nc2cc3c4c(c2)CC(=O)N4CCC3)cc1 the results were tim10-1 inh -9, XBP1 UPR activ -2, tim23-1 inh -4, APJ antagonist 6, TIM10 inh -3, UPR CHOP act -0.4, CXCR6 block -6, Mdm2-MdmX inh 21 and APJ ag 5.
COc1cc2c(cc1OC)CN(C(=O)Cc1ccccc1)CC2 was read as tim10-1 inh 16, XBP1 UPR activ 1, tim23-1 inh 10, APJ antagonist -6, TIM10 inh -9, UPR CHOP act 0.5, CXCR6 block -5, Mdm2-MdmX inh -2 and APJ ag -3.
For COc1ccc(CNC(=O)CCS(=O)(=O)c2ccc3c(c2)CCN3C(C)=O)cc1 the results were tim10-1 inh -16, XBP1 UPR activ -4, tim23-1 inh -13, APJ antagonist 6, TIM10 inh -8, UPR CHOP act 1.1, CXCR6 block 10, Mdm2-MdmX inh 22 and APJ ag -4.
`Cc1ccc(C2=NN(C)c3nc4ccccc4n3C2)cc1` gave tim10-1 inh 25, XBP1 UPR activ 3, tim23-1 inh 29, APJ antagonist -15, TIM10 inh 11, UPR CHOP act 0.9, CXCR6 block -7, Mdm2-MdmX inh 8 and APJ ag -6.
`O=C(Cc1cc(=O)oc2cc(O)ccc12)N[C@@H](Cc1c[nH]c2ccccc12)C(=O)O` gave tim10-1 inh -9, XBP1 UPR activ -7, tim23-1 inh -3, APJ antagonist 2, TIM10 inh 4, UPR CHOP act 0.6, CXCR6 block 1, Mdm2-MdmX inh 4 and APJ ag -3.
Screening COc1ccc2ccccc2c1CN(C)Cc1ccccc1 returned tim10-1 inh -17, XBP1 UPR activ -3, tim23-1 inh -7, APJ antagonist -2, TIM10 inh -5, UPR CHOP act -0.5, CXCR6 block 8, Mdm2-MdmX inh 20 and APJ ag -5.
Screening Cc1nc(Oc2ccccc2)c2oc3ccccc3c2n1 returned tim10-1 inh 42*, XBP1 UPR activ 3, tim23-1 inh 6, APJ antagonist 13, TIM10 inh 13, UPR CHOP act -0.2, CXCR6 block 5, Mdm2-MdmX inh 15 and APJ ag -2.
CCN1CCN(C2CC(=O)NC2=O)CC1 (stereo not given) was read as tim10-1 inh -5, XBP1 UPR activ -2, tim23-1 inh 19, APJ antagonist 14, TIM10 inh -7, UPR CHOP act 1.4, Mdm2-MdmX inh 15 and APJ ag -4.
For O=C1NC(=O)C(Cc2c[nH]c3ccccc23)N1 (stereo not given) the results were tim10-1 inh -13, XBP1 UPR activ 0, tim23-1 inh 8, APJ antagonist 3, TIM10 inh 6, UPR CHOP act 2.9, CXCR6 block 2, Mdm2-MdmX inh -15 and APJ ag -1.
Cc1cc(C)c(S(=O)(=O)NC(CC(=O)O)c2cccc([N+](=O)[O-])c2)c(C)c1 (stereo not given) was read as tim10-1 inh 12, XBP1 UPR activ -2, tim23-1 inh 9, APJ antagonist -13, TIM10 inh -23, UPR CHOP act -1.1, CXCR6 block -6, Mdm2-MdmX inh -5 and APJ ag 0.
For Cc1cc([N+](=O)[O-])nn1CC(=O)N/N=C/c1ccccc1Br the results were tim10-1 inh 5, XBP1 UPR activ 0, tim23-1 inh 10, APJ antagonist -4, TIM10 inh -3, UPR CHOP act 2.3, CXCR6 block 0, Mdm2-MdmX inh -6 and APJ ag -4.
Screening COc1ccc(C(C[N+](=O)[O-])c2c(C)cc3ccccn23)cc1 (stereo not given) returned tim10-1 inh 30, XBP1 UPR activ -3, tim23-1 inh 47, APJ antagonist 11, TIM10 inh 9, UPR CHOP act -0.4, CXCR6 block 4, Mdm2-MdmX inh 34 and APJ ag 6.
`Oc1ccc2ccc3[nH]cnc3c2c1` gave tim10-1 inh -4, XBP1 UPR activ 3, tim23-1 inh 15, APJ antagonist -6, TIM10 inh 8, UPR CHOP act 0.2, CXCR6 block -1, Mdm2-MdmX inh 7 and APJ ag -3.
Screening CC1CN(CCCCN2C(=O)c3ccccc3C2=O)CC(C)O1 (stereo not given) returned tim10-1 inh -18, XBP1 UPR activ -3, tim23-1 inh 14, APJ antagonist -5, TIM10 inh -7, UPR CHOP act -1.5, CXCR6 block -7, Mdm2-MdmX inh -12 and APJ ag -4.
`COC(=O)c1ccc(/C=N/NC(=O)CC(=O)NCc2cccnc2)cc1` gave tim10-1 inh -5, XBP1 UPR activ 0, tim23-1 inh 5, APJ antagonist 7, TIM10 inh 3, UPR CHOP act -1.0, CXCR6 block 0, Mdm2-MdmX inh 6 and APJ ag 6.
O=C(c1cccnc1)N1N=C2CCCCCC2C1(O)C(F)(F)F (stereo not given) was read as tim10-1 inh 12, XBP1 UPR activ -3, tim23-1 inh 6, APJ antagonist 12, TIM10 inh 5, UPR CHOP act -2.6, CXCR6 block -4, Mdm2-MdmX inh 6 and APJ ag -2.
`Cc1cnc(C(=O)OCC(=O)c2ccc(-c3ccccc3)cc2)cn1` gave tim10-1 inh 9, XBP1 UPR activ 2, tim23-1 inh 19, APJ antagonist 8, TIM10 inh 8, UPR CHOP act 2.6, CXCR6 block 3, Mdm2-MdmX inh 0 and APJ ag 1.
Screening CCOc1ccc(NC2OCC(O)C(O)C2O)c([N+](=O)[O-])c1 (stereo not given) returned tim10-1 inh 2, XBP1 UPR activ -2, tim23-1 inh 3, APJ antagonist 7, TIM10 inh 4, UPR CHOP act -1.1, CXCR6 block 5, Mdm2-MdmX inh 13 and APJ ag -4.
Screening Cn1c(N)c(C(=O)CSc2nnc(-c3cccs3)n2C2CC2)c(=O)[nH]c1=O returned tim10-1 inh -9, XBP1 UPR activ 2, tim23-1 inh -10, APJ antagonist 7, TIM10 inh 0, UPR CHOP act 0.9, CXCR6 block 7, Mdm2-MdmX inh -10 and APJ ag -1.
`CC(=O)OCC1=C(C(=O)O)N2C(=O)[C@@H](NC(=O)Cc3cccs3)[C@H]2SC1` gave tim10-1 inh 8, XBP1 UPR activ -1, tim23-1 inh 7, APJ antagonist -89, TIM10 inh 0, UPR CHOP act 2.5, CXCR6 block -2, Mdm2-MdmX inh 7 and APJ ag 3.
Screening Cc1cc(NC(=O)COC(=O)[C@H](Cc2c[nH]c3ccccc23)NC(=O)c2ccc(F)cc2)no1 returned tim10-1 inh 0, XBP1 UPR activ 0, tim23-1 inh 14, APJ antagonist 10, TIM10 inh 17, UPR CHOP act 2.7, CXCR6 block 5, Mdm2-MdmX inh -14 and APJ ag 1.
Screening CC(C)[C@H](NC(=O)NCc1ccco1)C(=O)O returned tim10-1 inh -4, XBP1 UPR activ -4, tim23-1 inh 2, APJ antagonist 9, TIM10 inh 4, UPR CHOP act 0.6, CXCR6 block 4, Mdm2-MdmX inh -4 and APJ ag 1.
For CCN(CC)S(=O)(=O)c1ccc(N2CCOCC2)c(NC(=S)NC(=O)c2ccco2)c1 the results were tim10-1 inh 29, XBP1 UPR activ 2, tim23-1 inh 28, APJ antagonist 32, TIM10 inh 35, UPR CHOP act 1.5, CXCR6 block 15, Mdm2-MdmX inh 19 and APJ ag -6.
`O=C1/C(=C/c2cccs2)SC(=S)N1NS(=O)(=O)c1ccccc1` gave tim10-1 inh -9, XBP1 UPR activ -2, tim23-1 inh 30, APJ antagonist -4, TIM10 inh 1, UPR CHOP act 0.2, CXCR6 block 10, Mdm2-MdmX inh -12 and APJ ag -1.
For CC(C)C(=O)Nc1cccc(C(=O)Nc2ccc3c(c2)OCO3)c1 the results were tim10-1 inh 8, XBP1 UPR activ 0, tim23-1 inh -4, APJ antagonist 11, TIM10 inh 5, UPR CHOP act 2.1, CXCR6 block 1, Mdm2-MdmX inh -105 and APJ ag 0.
`O=C1CC(c2ccccc2)SC(N(c2ccccc2)c2ccccc2)=N1` (stereo not given) gave tim10-1 inh 25, XBP1 UPR activ 1, tim23-1 inh 26, APJ antagonist -2, TIM10 inh 33, UPR CHOP act -1.5, CXCR6 block 4, Mdm2-MdmX inh -11 and APJ ag -1.
Screening NS(=O)(=O)c1ccc(F)c(C(=O)O)c1 returned tim10-1 inh -16, XBP1 UPR activ -1, tim23-1 inh 5, APJ antagonist -5, TIM10 inh -4, UPR CHOP act 2.0, CXCR6 block -3, Mdm2-MdmX inh 16 and APJ ag -3.
COc1ccc([N+](=O)[O-])cc1NC(=O)C(C)Sc1ccc(C)cc1 (stereo not given) was read as tim10-1 inh 9, XBP1 UPR activ -1, tim23-1 inh 18, APJ antagonist 12, TIM10 inh -8, UPR CHOP act -1.0, CXCR6 block 2, Mdm2-MdmX inh 0 and APJ ag -2.
Cc1ccc(S(=O)(=O)N2CCC(C(=O)N3CCC(C(=O)NCC4CCCO4)CC3)CC2)cc1 (stereo not given) was read as tim10-1 inh -1, XBP1 UPR activ 2, tim23-1 inh 6, APJ antagonist -22, TIM10 inh -24, UPR CHOP act -0.5, CXCR6 block 6, Mdm2-MdmX inh 16 and APJ ag -2.
`COc1ccc(NC(=S)Nc2ccc3nc(C)c(C)nc3c2)cc1` gave tim10-1 inh 17, XBP1 UPR activ 2, tim23-1 inh 7, APJ antagonist -24, TIM10 inh 6, UPR CHOP act 0.0, CXCR6 block -4, Mdm2-MdmX inh 13 and APJ ag 2.
`Cc1ccc(S(=O)(=O)N2CCN(C(=O)Cn3nc(C)c([N+](=O)[O-])c3C)CC2)c(C)c1` gave tim10-1 inh 9, XBP1 UPR activ 11, tim23-1 inh 0, APJ antagonist 1, TIM10 inh -2, UPR CHOP act -1.0, CXCR6 block -1, Mdm2-MdmX inh 22 and APJ ag -1.
`Cc1c(NC(=O)C(=O)/C=C(\O)c2ccc(Br)cc2)c(=O)n(-c2ccccc2)n1C` gave tim10-1 inh 6, XBP1 UPR activ -3, tim23-1 inh 7, APJ antagonist -6, TIM10 inh 11, UPR CHOP act 0.6, CXCR6 block 8, Mdm2-MdmX inh 1 and APJ ag -2.
Screening c1ccc2sc(N3CCOCC3)nc2c1 returned tim10-1 inh -5, XBP1 UPR activ -1, tim23-1 inh 3, APJ antagonist -11, TIM10 inh -6, UPR CHOP act 1.0, CXCR6 block -6, Mdm2-MdmX inh -19 and APJ ag -2.
`CC(=O)c1ccc(NC(=O)C(C)OC(=O)C(C)Oc2cccc(C)c2)cc1` (stereo not given) gave tim10-1 inh -2, XBP1 UPR activ -1, tim23-1 inh 16, APJ antagonist 4, TIM10 inh -6, UPR CHOP act 1.4, CXCR6 block -10, Mdm2-MdmX inh -8 and APJ ag 1.

An excerpt from above in order of SMILES length, high to low.
`CC(=O)c1ccc(NC(=O)C(C)OC(=O)C(C)Oc2cccc(C)c2)cc1` (stereo not given) gave tim10-1 inh -2, XBP1 UPR activ -1, tim23-1 inh 16, APJ antagonist 4, TIM10 inh -6, UPR CHOP act 1.4, CXCR6 block -10, Mdm2-MdmX inh -8 and APJ ag 1.
`COc1ccc(NC(=S)Nc2ccc3nc(C)c(C)nc3c2)cc1` gave tim10-1 inh 17, XBP1 UPR activ 2, tim23-1 inh 7, APJ antagonist -24, TIM10 inh 6, UPR CHOP act 0.0, CXCR6 block -4, Mdm2-MdmX inh 13 and APJ ag 2.
Screening c1ccc2sc(N3CCOCC3)nc2c1 returned tim10-1 inh -5, XBP1 UPR activ -1, tim23-1 inh 3, APJ antagonist -11, TIM10 inh -6, UPR CHOP act 1.0, CXCR6 block -6, Mdm2-MdmX inh -19 and APJ ag -2.
